Source: PubChem (The Scripps Research Institute Molecular Screening Center)
PAFAH2 inh = PAFAH2 (human) inhibition; Q99487; recombinant PAFAH2, FP-rhodamine activity probe, fluorescence polarization; inhibition, % at 3.39 µM; actives 0.99% (n = 340,000); AID 492956;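 active = inhibition above the mean over all tested compounds plus 3 SD, cut at about 30% in these data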;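 also: inhibitors block probe labeling of enzyme so polarization drops; 0% = enzyme with DMSO and 100% = wells lacking PAFAH2 protein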
PAFAH1B3 inh = inhibitors of human PAFAH1B3; Q15102; recombinant PAFAH1B3, FP-rhodamine probe, fluorescence polarization; inhibition, % at 3.39 µM; actives 0.28% (n = 340,000); AID 492972;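 active = inhibition above the screen-wide average of all tested compounds plus 3 SD, cut at about 25% in these data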;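 also: 0% = enzyme with DMSO only and 100% = wells lacking PAFAH1B3 protein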
Target sequence (Q15102 whole entry, looked up): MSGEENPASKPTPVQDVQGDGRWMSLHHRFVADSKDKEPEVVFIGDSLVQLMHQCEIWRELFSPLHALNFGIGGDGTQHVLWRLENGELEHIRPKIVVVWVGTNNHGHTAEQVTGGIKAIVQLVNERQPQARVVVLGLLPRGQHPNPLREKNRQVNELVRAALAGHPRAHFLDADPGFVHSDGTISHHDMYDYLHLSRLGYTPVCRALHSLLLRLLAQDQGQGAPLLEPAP
PAD4 inh = inhibitors of human PAD4; recombinant PAD4, RCA probe fluorescence polarization; actives 0.41% (n = 330,000); Q9UM07; inhibition, % at 6.36 µM; AID 485272;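 active = percent inhibition above a cutoff equal to the mean of all tested compounds plus 3 SD, cut at about 15% in these data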;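 also: 0% = PAD4 with RCA probe and DMSO and 100% = probe without PAD4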
* hit, by the source's call. An excerpt, so the mix of outcomes need not match the whole.

1	COc1ccc2[nH]c3c(c2c1)CCN1C(=O)C(CC(=O)NCCC2=CCCCC2)C[C@H](C(=O)N(C(C)C)C(C)C)[C@@]31C (some centres not stated)
2	Cc1cccc([C@H]2[C@@H]3C=CC[C@@H](C)[C@@H]3C(=O)N2Cc2ccccc2)c1
3	COc1ccc(-c2noc(CCC(=O)N3CCN(c4cccc(C)c4C)CC3)n2)cc1
4	COc1ccc(-c2noc(CCC(=O)N3CCN(c4cccc(F)c4)CC3)n2)cc1
5	Cc1ccc(NC(=O)c2ncn(CC(=O)NCc3ccc4c(c3)OCO4)n2)cc1C
6	CN(C)CCCNC(=O)C[C@H]1C[C@H](C(=O)N2CCCCC2)[C@@]2(CCc3ccccc3)c3[nH]c4ccc(Cl)cc4c3CCN2C1=O
assay / compound | 1 | 2 | 3 | 4 | 5 | 6
PAFAH2 inh | 2.8 | 2.2 | -5.3 | 0.5 | -5.6 | 3.3
PAFAH1B3 inh | 12.3 | 4.2 | 3.2 | 4.8 | 0.6 | 3.9
PAD4 inh | 2.4 | 1.6 | 2.0 | 0.4 | 3.5 | 0.5

7	Cc1cccc(-c2noc(CCC(=O)N3CCN(c4cc(C)ccc4C)CC3)n2)c1
8	Cc1cccc(C2=NN(c3ccc(Br)cc3)[C@@H](C(=O)N3CCOC3=O)[C@@H]2c2ccccc2)c1
9	CC(C)N(C(=O)[C@H]1C[C@H](CC(=O)NCC23CC4CC(CC(C4)C2)C3)C(=O)N2CCc3c([nH]c4cc(CCC(=O)N(C)C)ccc34)[C@]12C)C(C)C
10	O=C1CCC[C@@H]2CC(N3CCCCC3)C[C@@H]3CCN1[C@H]23 (some centres not stated)
11	COCCCNC(=O)C[C@H]1C[C@H](C(=O)N(C(C)C)C(C)C)[C@@]2(C)c3[nH]c4cc(-c5ccco5)ccc4c3CCN2C1=O
12	COc1cc2oc(=O)cc(-c3ccc(-c4ccc(N(C)C)cc4)cc3)c2c(OC)c1OC
assay / compound | 7 | 8 | 9 | 10 | 11 | 12
PAFAH2 inh | -1.6 | 6.7 | -2.6 | -0.1 | -1.9 | -0.4
PAFAH1B3 inh | 9.0 | 11.0 | 4.6 | 7.4 | 10.3 | 9.7
PAD4 inh | -2.4 | -0.6 | 3.7 | -1.6 | 1.9 | 3.1

13	CC(C)CN1Cc2ccccc2Oc2cc(Br)ccc2S1(=O)=O
14	C[C@H](N)C(=O)NC[C@H]1O[C@@H](n2cnc3c(N)ncnc32)[C@H](O)[C@@H]1O
15	COc1ccc2[nH]c3c(c2c1)CCN1C(=O)C(CC(=O)NCCCN(C)C)C[C@H](C(=O)N2CCCCC2)[C@@]31CCc1ccccc1 (some centres not stated)
16	CCN(CC)C(=O)[C@H]1C[C@H](CC(=O)NCc2ccc(OC)c(OC)c2)C(=O)N2CCc3c([nH]c4cc(-c5ccco5)ccc34)[C@]12C
17	C[C@@H](NC(=O)Cn1cnc2c(NCc3ccccc3)ncnc21)c1cccc2ccccc12
18	CC[C@]12c3[nH]c4ccc(Cl)cc4c3CCN1C(=O)[C@@H](CC(=O)NCCCN(C)C)C[C@@H]2C(=O)N1CCN(C(=O)c2ccco2)CC1
assay / compound | 13 | 14 | 15 | 16 | 17 | 18
PAFAH2 inh | 1.0 | -6.2 | 3.1 | -4.3 | -3.5 | -3.0
PAFAH1B3 inh | 3.1 | 11.6 | 10.7 | 6.6 | 1.3 | 9.2
PAD4 inh | 8.5 | 2.1 | 6.8 | 1.7 | 1.4 | -3.2

The results go on.
Values run as follows: PAFAH2 inh, PAFAH1B3 inh, PAD4 inh
19	CC(C)(C)NC(=O)C(c1ccc(-c2ccccc2)cc1)N(C[C@H]1CC[C@@H]([C@@H]2CC[C@H](CO)O2)O1)C(=O)c1ccc(C(C)(C)C)cc1 (some centres not stated)
→ 3.8, 15.0, 0.4
20	COc1ccc(CNC(=O)C[C@H]2C[C@H](C(=O)N(C(C)C)C(C)C)[C@@]3(C)c4[nH]c5cc(CCC(=O)N(C)C)ccc5c4CCN3C2=O)cc1OC
→ -6.2, -1.8, -1.4
21	CCOC(=O)C1=CN(Cc2cccc(F)c2)S(=O)(=O)NC1CCc1ccccc1 (configuration not stated)
→ -1.9, 4.6, -3.7
22	CCN(CC)C(=O)[C@H]1CC(CC(=O)NCCCn2ccnc2)C(=O)N2CCc3c([nH]c4ccc(OC)cc34)[C@]12C (some centres not stated)
→ -0.1, 3.7, 3.0
23	O=c1cc(-c2ccc(OCc3ccccc3)cc2)oc2cc(OCc3ccccc3)cc(OCc3ccccc3)c12
→ 3.8, 7.7, 1.1
24	CCCCNS(=O)(=O)CCNCc1ccccc1OC
→ 2.1, 11.4, -3.1
25	CN(C)C(=O)CCc1ccc2c3c([nH]c2c1)[C@]1(CCc2ccccc2)[C@@H](C(=O)N2CCCCC2)C[C@H](CC(=O)NCCc2ccccn2)C(=O)N1CC3
→ -3.4, 6.4, -7.8
26	CC[C@]12c3[nH]c4ccc(Cl)cc4c3CCN1C(=O)[C@@H](CC(=O)NCCc1ccccn1)C[C@@H]2C(=O)N1CCN(C(=O)C2CC2)CC1
→ -3.6, 1.4, -5.5
27	CCCCNS(=O)(=O)CCNCCc1ccccc1
→ -1.1, 3.4, 4.0
28	O=C(C[C@H]1C[C@H](C(=O)N2CCCCC2)[C@@]2(CCc3ccccc3)c3[nH]c4ccc(Cl)cc4c3CCN2C1=O)NCc1cccc(C(F)(F)F)c1
→ -10.3, 5.8, 7.2
29	COC(=O)c1ccc2c(c1)c(C#Cc1ccccc1)c(-c1ccccc1)n2C
→ -0.6, 4.8, -2.4
30	CC[C@]12c3[nH]c4cc(-c5ccco5)ccc4c3CCN1C(=O)[C@@H](CC(=O)NCc1ccc(OC)c(OC)c1)C[C@@H]2C(=O)N1CCN(C(=O)c2ccco2)CC1
→ 2.3, 5.4, -6.7
31	CCN(CC)C(=O)[C@H]1C[C@H](CC(=O)NCc2ccc(OC)c(OC)c2)C(=O)N2CCc3c([nH]c4cc(CCC(=O)N(C)C)ccc34)[C@]12C
→ 4.7, 5.0, 1.7
32	O=C(N[C@H]1C/C=C\C(c2ccc(F)cc2)N(Cc2ccccc2)C(=O)C1)OCC1c2ccccc2-c2ccccc21 (some centres not stated)
→ -5.9, 0.9, 2.1

A draw from above in order of length of the SMILES, smallest number first:
Values run as follows: PAFAH2 inh, PAFAH1B3 inh, PAD4 inh
27	CCCCNS(=O)(=O)CCNCCc1ccccc1
→ -1.1, 3.4, 4.0
24	CCCCNS(=O)(=O)CCNCc1ccccc1OC
→ 2.1, 11.4, -3.1
29	COC(=O)c1ccc2c(c1)c(C#Cc1ccccc1)c(-c1ccccc1)n2C
→ -0.6, 4.8, -2.4
17	C[C@@H](NC(=O)Cn1cnc2c(NCc3ccccc3)ncnc21)c1cccc2ccccc12
→ -3.5, 1.3, 1.4
23	O=c1cc(-c2ccc(OCc3ccccc3)cc2)oc2cc(OCc3ccccc3)cc(OCc3ccccc3)c12
→ 3.8, 7.7, 1.1
32	O=C(N[C@H]1C/C=C\C(c2ccc(F)cc2)N(Cc2ccccc2)C(=O)C1)OCC1c2ccccc2-c2ccccc21 (some centres not stated)
→ -5.9, 0.9, 2.1
22	CCN(CC)C(=O)[C@H]1CC(CC(=O)NCCCn2ccnc2)C(=O)N2CCc3c([nH]c4ccc(OC)cc34)[C@]12C (some centres not stated)
→ -0.1, 3.7, 3.0
18	CC[C@]12c3[nH]c4ccc(Cl)cc4c3CCN1C(=O)[C@@H](CC(=O)NCCCN(C)C)C[C@@H]2C(=O)N1CCN(C(=O)c2ccco2)CC1
→ -3.0, 9.2, -3.2
31	CCN(CC)C(=O)[C@H]1C[C@H](CC(=O)NCc2ccc(OC)c(OC)c2)C(=O)N2CCc3c([nH]c4cc(CCC(=O)N(C)C)ccc34)[C@]12C
→ 4.7, 5.0, 1.7
28	O=C(C[C@H]1C[C@H](C(=O)N2CCCCC2)[C@@]2(CCc3ccccc3)c3[nH]c4ccc(Cl)cc4c3CCN2C1=O)NCc1cccc(C(F)(F)F)c1
→ -10.3, 5.8, 7.2
20	COc1ccc(CNC(=O)C[C@H]2C[C@H](C(=O)N(C(C)C)C(C)C)[C@@]3(C)c4[nH]c5cc(CCC(=O)N(C)C)ccc5c4CCN3C2=O)cc1OC
→ -6.2, -1.8, -1.4
25	CN(C)C(=O)CCc1ccc2c3c([nH]c2c1)[C@]1(CCc2ccccc2)[C@@H](C(=O)N2CCCCC2)C[C@H](CC(=O)NCCc2ccccn2)C(=O)N1CC3
→ -3.4, 6.4, -7.8
30	CC[C@]12c3[nH]c4cc(-c5ccco5)ccc4c3CCN1C(=O)[C@@H](CC(=O)NCc1ccc(OC)c(OC)c1)C[C@@H]2C(=O)N1CCN(C(=O)c2ccco2)CC1
→ 2.3, 5.4, -6.7
